zVAD death inh: inhibitors of zVAD-triggered necroptosis, primary screen, L929 cells. L929 zVAD necroptosis rescue, ATP luminescence, 24 h; with zVAD 60 µM. viability rescue, % at 10 µM. 220,000 compounds, 0.38% hits. AID 1377, 2008;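 active means activation, scaled between plate controls, above about 75%, limit read from the data; inactive means activation under that limit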;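 further: 0% = zVAD with DMSO and 100% = DMSO alone without zVAD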
PGE2 EP2 inh: human EP2 receptor antagonists, primary screen, TR-FRET cAMP, C6 glioma cells. Prostaglandin E2 receptor EP2 subtype (Homo sapiens), P43116. C6 glioma cells expressing human EP2; cells stimulated with saturating PGE2. inhibition, % at 25 µM. 260,000 compounds, 0.52% hits;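 active means percent inhibition above 40 after rounding to a whole number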;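 further: rat C6 glioma host cells with rolipram phosphodiesterase inhibitor present; the protocol text gives 20 µM as final concentration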
Target sequence (P43116 whole entry, looked up): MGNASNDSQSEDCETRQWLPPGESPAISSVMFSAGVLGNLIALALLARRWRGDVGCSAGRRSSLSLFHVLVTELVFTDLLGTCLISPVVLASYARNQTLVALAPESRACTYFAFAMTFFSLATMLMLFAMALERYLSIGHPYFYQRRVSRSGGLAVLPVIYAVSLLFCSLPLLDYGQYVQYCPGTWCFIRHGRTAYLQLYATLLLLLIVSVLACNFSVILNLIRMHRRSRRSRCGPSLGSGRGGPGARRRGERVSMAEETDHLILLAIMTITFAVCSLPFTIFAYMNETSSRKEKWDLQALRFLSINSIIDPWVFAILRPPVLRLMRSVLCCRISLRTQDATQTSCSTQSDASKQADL
Wee1 degr inh: Wee1 degradation inhibitors, primary screen, cell-based, HeLa, Wee1K328M-luciferase, luminescence; Wee1-like protein kinase (Homo sapiens), P30291; HeLa Luc-Wee1K328M stability; 100% = proteasome inhibitor MG132 effect; reporter increase, % at 5 µM; 220,000 compounds, 1.2% hits;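 active means activation above the mean of all tested compounds plus 3 SD, set per screening run, cut at about 8.8% in these data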;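 further: cells exposed to compound for 20 h before luminescence read; 0% = DMSO alone and 100% = MG132 at 30 µM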
CHOP inh: inhibitors of CHOP promoter induction, primary screen, cell-based, unfolded protein response, luciferase reporter. CHO-K1 CHOP-promoter luciferase, tunicamycin-induced, 15-18 h. inhibition, % at 10 µM. 220,000 compounds, 3.8% hits. AID 2732, 2010;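 active means compounds that reduced the stress-induced luciferase reporter signal by more than about 70% of percent inhibition, limit read from the data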;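 further: 0% = tunicamycin plus vehicle and 100% = wells without tunicamycin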
FXIIa inh 1536: human FXIIa protease inhibitors, primary screen, biochemical, 1536-well | Coagulation factor XII (Homo sapiens), P00748 | purified FXIIa, Boc-QGR-AMC fluorogenic substrate, 2 h | inhibition, % at 5 µM | 220,000 compounds, 0.3% hits | AID 800, 2007; in the data active means inhibition above about 40%;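 further: 0% = enzyme with no compound and 100% = blank without enzyme; many of its hits are not listed in these tables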
Target sequence (P00748 20-372 limits assumed): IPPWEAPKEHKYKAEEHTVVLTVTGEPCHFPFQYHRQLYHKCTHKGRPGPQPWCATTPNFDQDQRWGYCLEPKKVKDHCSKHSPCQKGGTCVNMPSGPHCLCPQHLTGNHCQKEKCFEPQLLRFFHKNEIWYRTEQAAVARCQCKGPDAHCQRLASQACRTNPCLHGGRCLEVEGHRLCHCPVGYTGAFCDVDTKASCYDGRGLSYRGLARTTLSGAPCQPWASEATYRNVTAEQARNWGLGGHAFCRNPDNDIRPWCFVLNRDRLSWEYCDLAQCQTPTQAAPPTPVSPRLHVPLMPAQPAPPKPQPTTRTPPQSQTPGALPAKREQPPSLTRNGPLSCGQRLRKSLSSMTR
Target sequence (P00748 373-615 limits assumed): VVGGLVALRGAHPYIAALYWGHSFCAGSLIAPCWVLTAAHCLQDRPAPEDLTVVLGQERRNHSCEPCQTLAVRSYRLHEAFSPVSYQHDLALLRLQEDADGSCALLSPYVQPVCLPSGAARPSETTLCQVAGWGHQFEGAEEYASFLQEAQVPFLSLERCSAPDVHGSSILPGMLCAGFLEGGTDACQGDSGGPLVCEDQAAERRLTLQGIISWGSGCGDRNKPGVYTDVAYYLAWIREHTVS
PPC-1+TRAIL kill: compounds killing PPC-1 cancer cells with TRAIL present, primary screen, TRAIL potentiator project, ATPLite luminescence, uHTS; cell killing (% activity), % at 4 µM; PPC-1 cells + TRAIL, ATPLite viability luminescence; 220,000 compounds, 0.41% hits; AID 1443, 2008;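 active means cell killing above 50% in the first pass at 4 µM, then a duplicate retest at 5 µM averaging 50% or more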;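 further: plate controls were cells with TRAIL plus DMSO for no effect and medium-only wells lacking cells for full effect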
TbHK1 inh: Trypanosoma brucei hexokinase 1 inhibitors, primary screen, biochemical, G6PDH-coupled NADH absorbance, MLSCN library; recombinant TbHK1, G6PDH-coupled NADH A340; inhibition, % at 10 µM; 220,000 compounds, 0.11% hits; AID 1430, 2008;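 active means inhibition of 50% or more in the single-dose primary screen; inactive means inhibition below 50%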
TNF necrop inh: inhibitors of TNF-alpha triggered necroptosis, primary screen, cell-based, Jurkat FADD-/-, single concentration; Jurkat FADD-/- TNF necroptosis rescue, ATP luminescence, 24 h; 0 = TNF only, 100 = no-TNF cells; activation (protection from cell death), % at 10 µM; 220,000 compounds, 0.068% hits; AID 463075, 2010;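 active means activation, meaning protection from cell death, of at least 50% relative to plate controls; inactive means activation below 50%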;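 further: necroptosis triggered by 40 ng/mL TNF-alpha added together with compound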
FXIa inh: human FXIa protease inhibitors, primary screen, biochemical, 1536-well; purified FXIa, Boc-Glu-Ala-Arg-AMC fluorogenic substrate; inhibition, % at 5 µM; 220,000 compounds, 0.14% hits; AID 798, 2007;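 active means inhibition of at least 40%; inactive means inhibition below 40%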;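 further: fluorescence of freed AMC excited at 355 nm; 0% = enzyme without compound and 100% = no enzyme blank; many of its hits are not listed in these tables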
* marks the source's active call; other numbers are inactive results; / = not tested or not shown. An excerpt (hit frequency here may not be typical).

SMILES | zVAD death inh | PGE2 EP2 inh | Wee1 degr inh | CHOP inh | FXIIa inh 1536 | PPC-1+TRAIL kill | TbHK1 inh | TNF necrop inh | FXIa inh
FC(F)(F)c1ccc(Sc2nnc(-c3cccs3)n2CC2CCCO2)nc1 (stereo not given) | 0.3 | 10 | 1 | 12 | 21 | 22 | -1 | -0.9 | 11
O=C(NCc1ccccc1Cl)c1ccc2c(=O)n(CCCN3CCCC3=O)c(=S)[nH]c2c1 | -0.3 | 0 | 1 | 17 | 7 | 11 | 0 | -4.5 | -8
C/C(=N/OC(=O)C1CC1)c1cc(-c2ccc(Cl)cc2)no1 | 0.6 | 8 | 4 | -8 | 7 | 15 | 2 | -1.6 | 1
COCCSc1ccccc1C(=O)Nc1cccnc1 | 0.6 | 8 | 1 | -4 | 6 | 34 | -3 | -0.1 | 1
CCc1n[nH]c2c1C(=O)CC(C)(C)C2 | 0.9 | 8 | -1 | -1 | 10 | 8 | 1 | -0.7 | 8
Cn1c(=O)[nH]c(=O)c2c1nc(SCC(=O)O)n2CCc1ccccc1 | 0.7 | 0 | -1 | 17 | 7 | 5 | 36 | 0.6 | -1
COc1ccccc1C(c1nnnn1CCc1ccccc1)N1CCCCCC1 (stereo not given) | -0.3 | 11 | -2 | 38 | 13 | 16 | -4 | -0.6 | 15
COC(=O)C(Oc1ccc2c(-c3ccc(OC)cc3)cc(=O)oc2c1)c1ccccc1 (stereo not given) | 0.0 | 3 | 3 | 25 | 1 | 14 | -12 | 0.7 | -3
CCCCCCc1nc2ccccc2c(=O)n1N | 1.4 | 13 | -1 | 51 | -7 | -15 | -2 | 0.8 | -12
Cc1ccc2cc3cc(C(=O)N4CCN(Cc5ccccc5)CC4)sc3nc2c1 | -1.0 | 4 | 1 | 74* | -9 | -10 | -15 | 0.2 | -7
Cc1nc(CNS(=O)(=O)c2ccc3c(c2)CCCC3)cs1 | 2.4 | 10 | 1 | 0 | 16 | 19 | 0 | 3.8 | 6
CCc1ccc(C2(O)CC(C(F)(F)F)=NN2C(=O)Cc2ccc([N+](=O)[O-])cc2)cc1 (stereo not given) | -0.1 | 3 | -2 | 65 | 8 | 2 | 4 | -0.6 | 9
CSc1ccc(C2(O)Cc3cccc[n+]3C2c2ccccc2)cc1 (stereo not given) | -0.2 | 3 | -1 | 3 | 3 | 10 | 6 | 0.9 | 0
Cc1cc(NCc2ccncc2)ccc1Br | 2.1 | 6 | 0 | 13 | 9 | 4 | 5 | 0.7 | -4
COc1cccc(C2=NNC(=NCc3ccccc3)SC2)c1 | 0.9 | 9 | -3 | -3 | 4 | 16 | -8 | 38 | -10
CCOC(=O)c1[nH]c(C)c(C(=O)OCc2c(C)noc2C)c1C | 0.9 | 8 | -2 | 11 | -5 | 25 | 9 | 1.6 | -3
CCOc1ccc(C(=O)N2CCN(C(=O)c3ccco3)CC2)cc1OCC | 0.1 | 5 | -4 | -20 | 6 | 6 | -4 | -1.1 | 5
CCCCCCCC1CC(CSC(=N)N)OC1=O (stereo not given) | 5.8 | 19 | -3 | 43 | 13 | 24 | 13 | -10 | -14
CC(Sc1cccc[n+]1[O-])C(=O)Nc1cccc(S(=O)(=O)N2CCOCC2)c1 (stereo not given) | 1.3 | 7 | 0 | 10 | 6 | 2 | -6 | 1.4 | -8
O=C(OCc1cc([N+](=O)[O-])cc2c1OCOC2)c1ccc2ccccc2n1 | 1.8 | 5 | 5 | 13 | 13 | 12 | -3 | -1.1 | 2
CCOc1cc(/C=N/NC(=O)c2ccncc2)ccc1OS(C)(=O)=O | 0.1 | 6 | 0 | -7 | 13 | 19 | -5 | 0.9 | 7
Cc1nc(C(=O)NC2CCOCC2)sc1C1(C)CC(c2ccccc2)=NO1 (stereo not given) | 1.0 | 12 | / | -1 | 6 | 14 | -9 | 2.8 | 2
Cc1ccsc1C(=O)Nc1nnc(-c2ccco2)o1 | 0.2 | 6 | -1 | / | -1 | 8 | -30 | -1.5 | -2
Cc1noc2ncnc(Sc3ccccc3Cl)c12 | 8.1 | 16 | -1 | -6 | 8 | 4 | -9 | -11 | -7
CC(C(=O)O)N(C(=O)c1ccccc1)c1ccc(F)cc1 (stereo not given) | 0.2 | 6 | -1 | -4 | 5 | 26 | -1 | -1.2 | -4
CCCCN1C[C@H](O)[C@@H](O)[C@H](O)[C@H]1CO | 2.5 | 11 | 4 | 7 | 2 | 11 | -6 | 0.7 | -1
CCCC(=O)NC(C)c1nc2ccccc2n1C (stereo not given) | 0.6 | 8 | 0 | 11 | 30 | 45 | -6 | 0.9 | 11
CC(=O)c1cccc(NC(=O)NCc2cccnc2)c1 | 0.1 | 7 | -3 | 16 | 9 | 24 | 9 | -0.9 | -7
CNc1nc2ccccc2n(C)c1=O | 3.4 | 9 | 0 | 11 | 7 | 11 | -20 | -0.7 | 13
CCN(CC)CCNC(=O)c1ccccc1N | 0.1 | 4 | 2 | 18 | -18 | 1 | 3 | 0.2 | -13
CCCCN(C)C(=O)c1ccc2c(c1)N(CC)C(=O)c1ccccc1S2(=O)=O | 0.1 | 11 | -1 | -5 | 7 | 14 | 0 | 2.0 | -1
CC(C)(C)OC(=O)N1CCC[C@H]1c1nnc(SCc2ccccc2)o1 | -0.6 | 5 | -2 | -10 | 3 | 1 | -8 | 0.9 | -3
CCOc1ccc(CC(=O)NNC(=O)/C=C/C(=O)O)cc1 | 1.6 | 5 | -3 | -1 | 0 | 13 | -11 | 1.6 | -7
O=C(Nc1ccccc1)c1[nH]ncc1[N+](=O)[O-] | 0.5 | 17 | -1 | 7 | 3 | 16 | -17 | -1.1 | 0
O=c1c2c3c(sc2nc2n1CCCCC2)CCCCC3 | 1.3 | 19 | 5 | 34 | 8 | -4 | 4 | -0.4 | -1
Cc1ccc(C(CC(=O)NCc2ccco2)c2ccc(OC(C)C)cc2)cc1 (stereo not given) | 0.8 | 4 | 1 | -1 | / | / | 10 | -1.0 | /

Among those listed so far, three have a COOH group.
SMILES | zVAD death inh | PGE2 EP2 inh | Wee1 degr inh | CHOP inh | FXIIa inh 1536 | PPC-1+TRAIL kill | TbHK1 inh | TNF necrop inh | FXIa inh
Cn1c(=O)[nH]c(=O)c2c1nc(SCC(=O)O)n2CCc1ccccc1 | 0.7 | 0 | -1 | 17 | 7 | 5 | 36 | 0.6 | -1
CC(C(=O)O)N(C(=O)c1ccccc1)c1ccc(F)cc1 (stereo not given) | 0.2 | 6 | -1 | -4 | 5 | 26 | -1 | -1.2 | -4
CCOc1ccc(CC(=O)NNC(=O)/C=C/C(=O)O)cc1 | 1.6 | 5 | -3 | -1 | 0 | 13 | -11 | 1.6 | -7

Additional entries follow.
SMILES | zVAD death inh | PGE2 EP2 inh | Wee1 degr inh | CHOP inh | FXIIa inh 1536 | PPC-1+TRAIL kill | TbHK1 inh | TNF necrop inh | FXIa inh
Cc1nnc(SCC(=O)NNC(=O)c2ccco2)n1-c1ccccc1 | -0.9 | 5 | -4 | 6 | 15 | 6 | 3 | 0.4 | 3
N#CCC(=O)N/N=C/c1coc2ccccc2c1=O | 0.1 | 4 | -1 | 29 | 1 | 14 | -17 | 1.9 | -2
CC(NC(=O)/C(C#N)=C1\N=C(NC(=O)c2ccco2)c2ccccc21)c1ccccc1 (stereo not given) | -0.7 | 24 | 8 | 9 | 3 | -6 | -38 | -22 | -4
Cc1nnc(SCC(=O)Nc2nc(C(C)(C)C)cs2)s1 | -0.1 | 3 | 1 | 23 | -3 | 24 | -8 | -0.7 | 2
O=C(NCc1cccs1)C1CC(c2ccc(F)cc2)=NO1 (stereo not given) | 0.3 | 2 | 1 | 35 | 10 | 5 | 0 | 2.5 | 0
CCOC(=O)c1nn(-c2ccc(F)cc2)c(-c2ccccc2)c1C(=O)c1ccccc1 | -0.1 | 6 | 0 | -46 | 6 | 24 | -3 | -0.9 | 2
Cc1ccc(C(=O)OCc2nnc(-c3ccc(Br)cc3)o2)cc1 | 1.9 | 7 | 6 | 51 | 8 | 4 | -1 | 1.0 | 2
CC1CCCC(NC(=O)COC(=O)c2ccc(S(=O)(=O)N3CCOCC3)cc2)C1C (stereo not given) | -0.2 | 12 | -2 | 15 | 5 | 9 | 4 | 0.9 | -1
COC(=O)CCC(=O)OC1(C)C(=O)C2=CN(CC3CC3)C(c3ccc(OC)cc3)=CC2=C(Br)C1=O (stereo not given) | -0.8 | 17 | / | 1 | 9 | -9 | -32 | -1.9 | 19
CCOC(=O)/C(C#N)=C/c1ccc(OCC(=O)Nc2cc(C)ccc2C)c(OC)c1 | -0.3 | 11 | -1 | -12 | -1 | 8 | -8 | -3.5 | -8
O=C(O)CSc1nnc(Cn2c(=O)sc3ccccc32)n1-c1cccc(Cl)c1 | 0.0 | 1 | -2 | 2 | 19 | -6 | 6 | -1.0 | 5
CCc1nnc(SCc2cn3c(C)cc(C)nc3n2)n1N | 0.3 | -4 | 2 | 19 | 8 | -2 | -2 | -1.3 | -3

Structures above that have a cyano group, in the order listed:
SMILES | zVAD death inh | PGE2 EP2 inh | Wee1 degr inh | CHOP inh | FXIIa inh 1536 | PPC-1+TRAIL kill | TbHK1 inh | TNF necrop inh | FXIa inh
N#CCC(=O)N/N=C/c1coc2ccccc2c1=O | 0.1 | 4 | -1 | 29 | 1 | 14 | -17 | 1.9 | -2
CC(NC(=O)/C(C#N)=C1\N=C(NC(=O)c2ccco2)c2ccccc21)c1ccccc1 (stereo not given) | -0.7 | 24 | 8 | 9 | 3 | -6 | -38 | -22 | -4
CCOC(=O)/C(C#N)=C/c1ccc(OCC(=O)Nc2cc(C)ccc2C)c(OC)c1 | -0.3 | 11 | -1 | -12 | -1 | 8 | -8 | -3.5 | -8

The listing continues.
SMILES | zVAD death inh | PGE2 EP2 inh | Wee1 degr inh | CHOP inh | FXIIa inh 1536 | PPC-1+TRAIL kill | TbHK1 inh | TNF necrop inh | FXIa inh
Cc1ccc(OCc2nnc(SCC(=O)Nc3sc(C)c(C)c3C#N)n2C)cc1 | 1.4 | 10 | -2 | 36 | -2 | 1 | -2 | -0.5 | -6
COc1ccc(/C=N/NC(=S)N[C@H]2CC3CCC2C3)cc1 (stereo not given in full) | 0.1 | 12 | 4 | -16 | 1 | -13 | -4 | 1.1 | -16
O=c1c2[nH]c3ccccc3c2ncn1Cc1ccccn1 | 0.3 | / | 0 | -16 | 14 | -18 | 22 | -0.4 | -2
O=C(O)c1cc(-c2ccc(Cl)cc2)n(-c2ccc(Cl)cc2)n1 | 0.2 | 4 | -1 | -31 | 5 | 1 | -1 | 1.4 | 1
CN(CCC#N)C(=O)COC(=O)c1ccccc1OCc1ccccc1Cl | 1.1 | 7 | -3 | 6 | -2 | 28 | -19 | -0.1 | -8
Cc1ccsc1C(=O)OCC(=O)Nc1c(Cl)cccc1C(F)(F)F | 1.1 | 11 | 7 | 14 | 4 | 17 | 1 | 2.9 | -4
Cc1ccc(C(=O)Cn2c(C)cc(C)c(C#N)c2=O)cc1 | -0.3 | 9 | -2 | -4 | 21 | 3 | -17 | -2.4 | 6
O=C(CSc1cccc2cccnc12)Nc1cccc(S(=O)(=O)N2CCOCC2)c1 | 0.6 | 5 | 0 | -1 | 2 | 11 | 1 | 2.8 | -3

Assay outcomes from PubChem.
